Screening data as filed in PubChem BioAssay.
Diaph inh CS = diaphorase inhibitors and chemical oxidizers, primary screen, counter-screen for diaphorase-coupled primary assays, biochemical, uHTS, resorufin fluorescence; diaphorase resazurin-to-resorufin fluorescence, NADH, 16 min; bacterial (C. kluyveri) enzyme, not human; inhibition, % at 20 µM; 0.69% of 190,000 active; AID 1217, 2008;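 active means primary screen inhibition at 20 µM above a set limit, cut at about 50% in these data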;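 further: plate controls were DMSO with full reaction for no effect and wells lacking NADH for full effect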
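controls = No-NADH positive control and DMSO neutral control | system = Clostridium kluyveri diaphorase enzyme | timing = reaction incubation of 16 min at room temperature | signal = resorufin fluorescence 544/590 nm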
STAT3 blocker = IL-6 driven STAT3 reporter inhibitors, primary screen, U3A cells, luciferase, luminescence, MLSCN library; IL-6 STAT3-luciferase reporter; host cell line lacks STAT1; inhibition, % at 5.5 µM; 0.89% of 190,000 active;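 active means inhibition above the mean inhibition across all screened compounds plus 3 SD, cut at about 44% in these data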;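 further: 0% = DMSO only wells and 100% = 100 µM nifuroxazide control wells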
G6PDH counter = L. mesenteroides G6PDH inhibitors, counter-screen for G6PDH-coupled screening assays, biochemical, Leuconostoc mesenteroides enzyme | Purified L. mesenteroides G6PDH, diaphorase/resazurin coupled fluorescence, 45 min | 0.12% of 200,000 active | glucose-6-phosphate dehydrogenase [Leuconostoc mesenteroides] | inhibition, % at 5 µM; in the data active means inhibition above about 50%
Diaph act CS = compounds boosting diaphorase resazurin reduction – biochemical, uHTS, resorufin fluorescence, counter-screen for diaphorase-coupled primary assays, primary screen | Diaphorase/resazurin coupled assay, 16 min; stronger effect = higher value; 1 = vehicle wells, 0 = NADH-free wells | activation factor at 20 µM | 0.005% of 190,000 active;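 active means diaphorase activity raised at least twofold by the compound at 20 µM; inactive means activation factor below 2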
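Test system: Clostridium kluyveri diaphorase, purified enzyme. Buffer or medium: 50 mM HEPES pH 7.4 buffer plus MgCl2 and Tween 20. Also added: 0.114 mM NADH and 0.1 mM resazurin, final amounts. Dosing: compound 20 µM once, DMSO 1%. Schedule: 16 min enzyme reaction, ambient temperature. Detection: fluorescence of resorufin, 544 nm excitation, 590 nm emission.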
APP 5UTR inh = inhibitors of APP translation via 5'UTR reporter, primary screen, APP 5'UTR luciferase, SH-SY5Y cells; SH-SY5Y APP 5'UTR-luciferase reporter, luminescence; inhibition, % at 2 µM; 0.82% of 190,000 active; AID 1285, 2008;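 active means inhibition above a set limit, derived from the sample mean plus 3 SD, cut at about 45% in these data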; further: values of inactives mirror those of a sister screen read the other way
TLR4 MyD88 comp = inhibitors of TLR4-MyD88 association in cells, primary screen, cell-based, HeLa CL3-4, BLA complementation, FRET ratio; Toll-like receptor 4 (Homo sapiens) + Myeloid differentiation primary response protein …; HeLa CL3-4 TLR4/MyD88 BLA complementation; inhibition, % at 8.4 µM; 0.18% of 200,000 active; AID 861, 2007; in the data active means inhibition above about 25%;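 further: 0% = vehicle and 100% = reference inhibitor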
Target sequence (O00206 whole entry, looked up): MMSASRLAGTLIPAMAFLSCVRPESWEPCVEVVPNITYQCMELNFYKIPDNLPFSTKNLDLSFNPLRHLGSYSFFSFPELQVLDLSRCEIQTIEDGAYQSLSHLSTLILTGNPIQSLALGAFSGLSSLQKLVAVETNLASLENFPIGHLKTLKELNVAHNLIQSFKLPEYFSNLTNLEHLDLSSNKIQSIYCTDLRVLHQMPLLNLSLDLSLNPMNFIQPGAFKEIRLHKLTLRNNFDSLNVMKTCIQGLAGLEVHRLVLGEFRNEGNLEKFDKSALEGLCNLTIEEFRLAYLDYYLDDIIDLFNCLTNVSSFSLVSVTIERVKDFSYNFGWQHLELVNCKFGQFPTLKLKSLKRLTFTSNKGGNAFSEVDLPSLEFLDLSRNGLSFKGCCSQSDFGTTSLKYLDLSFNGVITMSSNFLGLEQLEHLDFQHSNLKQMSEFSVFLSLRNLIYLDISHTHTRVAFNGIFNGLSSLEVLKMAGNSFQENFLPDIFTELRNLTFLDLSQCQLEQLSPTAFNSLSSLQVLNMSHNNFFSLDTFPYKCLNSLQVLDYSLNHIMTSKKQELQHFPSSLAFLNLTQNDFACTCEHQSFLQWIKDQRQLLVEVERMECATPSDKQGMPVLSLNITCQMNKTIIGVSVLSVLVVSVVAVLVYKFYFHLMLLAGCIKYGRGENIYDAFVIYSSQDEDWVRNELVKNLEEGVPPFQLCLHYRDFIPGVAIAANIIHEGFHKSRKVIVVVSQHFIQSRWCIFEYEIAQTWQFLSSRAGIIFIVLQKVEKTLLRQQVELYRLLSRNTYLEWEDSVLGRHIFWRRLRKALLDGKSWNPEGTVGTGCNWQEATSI
Target sequence (Q99836 whole entry, looked up): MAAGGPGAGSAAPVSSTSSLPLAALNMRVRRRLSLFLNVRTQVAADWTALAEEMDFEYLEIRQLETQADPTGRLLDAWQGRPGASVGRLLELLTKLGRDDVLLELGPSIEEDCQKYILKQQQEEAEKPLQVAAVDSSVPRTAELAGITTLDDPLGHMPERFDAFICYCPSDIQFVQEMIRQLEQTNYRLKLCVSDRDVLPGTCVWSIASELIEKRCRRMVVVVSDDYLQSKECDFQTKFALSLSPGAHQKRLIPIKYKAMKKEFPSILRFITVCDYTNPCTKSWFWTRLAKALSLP
STAT1 blocker = STAT1 signaling inhibitors, primary screen, cell-based, HTS, luciferase reporter | inhibition, % at 5.5 µM | 0.35% of 200,000 active | NIH 3T3 STAT1-luciferase reporter, IFN-gamma, luminescence;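 active means inhibition above a set limit, the mean inhibition across all tested compounds plus 3 SD, cut at about 34% in these data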;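 further: 0% = IFN-gamma with DMSO and 100% = IFN-gamma with 300 µM nifuroxazide; values of inactives mirror those of a sister screen read the other way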
STAT3 act = IL-6 driven STAT3 reporter potentiators, primary screen, U3A cells, luciferase, luminescence, MLSCN library. activation (% of control), % at 5.6 µM. IL-6 STAT3-luciferase reporter; 100% = signal with IL-6 EC80 alone. AID 871, 2007. 0.91% of 190,000 active;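 active means activation above the screen-wide mean of compound activation plus 3 SD, cut at about 130% in these data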;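 further: 0% = background luminescence of wells with medium and substrate only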
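Detection: reporter luminescence signal / Assay system: STAT1-lacking human U3A cells, STAT3 luciferase reporter / Incubation: compound pre-incubation 1 h before IL-6, then 6 h stimulation at 37 °C / Control set: IL-6-only high control / Read-out: % activation relative to IL-6 control / Probe or stimulus: Interleukin-6, 33 ng/mL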
Hsp70 activator = Hsp70 transcriptional activators, primary screen, cell-based, HeLa, Hsp70 promoter luciferase, luminescence, 10 µM; HeLa Hsp70 promoter luciferase reporter; scaled: vehicle 0, proteasome-inhibitor control 100%; activation, % at 10 µM; 0.04% of 200,000 active; AID 1203, 2008;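 active means activation above the mean across all tested compounds plus 3 SD, cutoff set per campaign, cut at about 5.5% in these data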;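 further: 100% = MG132 at 30 µM as the positive control and 0% = DMSO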
STAT1 act = STAT1 signaling activators, primary screen, cell-based, HTS, luciferase reporter | NIH 3T3 STAT1-luciferase reporter, IFN-gamma, luminescence; 100% = IFN-gamma alone, no compound | activation (% of control), % at 5.5 µM | 2.6% of 200,000 active;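 active means activation above the screen-wide mean activation plus 3 SD, cut at about 130% in these data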;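 further: raw ratio to IFN-gamma control signal so 100% means no change and 0% no light; values of inactives mirror those of a sister screen read the other way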
Numbers without * were called inactive; x = no result given.

SMILES | Diaph inh CS | STAT3 blocker | G6PDH counter | Diaph act CS | APP 5UTR inh | TLR4 MyD88 comp | STAT1 blocker | STAT3 act | Hsp70 activator | STAT1 act
CN(C)c1c(N)[nH]c2c(c1=O)c(=O)n(C)c(=O)n2C | 24 | 16 | 15 | 0.8 | -3 | -19 | -3 | 89 | -0.4 | 103
O=C(O)Cn1c(SC2CCCCC2)nc2ccccc21 | 4 | 2 | 3 | 1 | -8 | -6 | -5 | 101 | -0.3 | 105
O=C1C=CN(C(=O)Oc2ccccc2)CC1 | 7 | -4 | 8 | 0.9 | -3 | 2 | 2 | 102 | -0.2 | 98
CN(C(=O)COC(=O)c1ccccc1SCC(=O)NC1CCCCCCC1)C1CCS(=O)(=O)C1 (centres undefined) | 10 | -4 | -4 | 0.9 | -6 | 5 | 2 | 101 | -0.2 | 98
O=C(Cn1cc2c(n1)CCCCC2)NC1CCCCCC1 | 13 | -3 | -4 | 0.9 | 1 | -9 | -1 | 102 | -0.2 | 102
O=C(CN(Cc1ccco1)C(=O)CNS(=O)(=O)c1ccccc1)NC1CCCCC1 | 8 | 4 | 11 | 0.9 | -14 | -7 | 1 | 100 | -0.1 | 99
COc1ccc(N2CCN(c3ncnc4nc[nH]c34)CC2)cc1 | 7 | 14 | -16 | 0.9 | -18 | -19 | -6 | 88 | -0.2 | 103
OCCN1CCN(C(=S)Nc2ccccc2)CC1 | 7 | 20 | -1 | 0.9 | -11 | -5 | 4 | 87 | -0.2 | 97
COc1ccc(-c2c3c(=O)n(C)c(=O)n(C)c3cn2NC(C)=O)cc1 | 11 | -6 | 19 | 0.9 | 5 | 1 | -7 | 109 | -0.1 | 107
N#Cc1ccc(-c2cn(-c3ccccc3)c3[n+]2CCCS3)cc1 | 3 | 0 | 0 | 1 | -8 | 7 | -3 | 107 | -0.3 | 102
Cc1cc(C)c(O)c(N)c1 | 25 | -3 | 30 | 0.8 | -14 | -1 | 3 | 106 | 0.0 | 96
CC(=O)c1sc(Nc2nc3ccc(F)cc3s2)nc1C | 13 | -2 | 2 | 0.9 | -44 | -5 | -39 | 106 | -0.4 | 135*
N#Cc1ccc(OCc2nnc(SCC(=O)N3CCCc4ccccc43)n2-c2ccccc2)cc1 | 23 | 2 | 4 | 0.8 | -4 | 0 | -3 | 103 | 0.4 | 103
CC1(C)Cc2ccccc2-c2nnc(SCC(=O)N3CCN(c4ccccc4)CC3)n21 | 5 | 44* | 3 | 0.9 | -4 | 6 | 2 | 67 | 1.1 | 98
CCOc1cc(C)c(C(C)C)cc1S(=O)(=O)N1CCN(C)CC1 | 6 | 5 | 6 | 0.9 | 0 | 3 | 0 | 99 | -0.6 | 97
CC(=O)c1c(NC(=O)C(C)C)nc(C)nc1-c1ccccc1 | 10 | -3 | -1 | 0.9 | 6 | -3 | 10 | 107 | -0.3 | 91
CC(C)(C)NC(=O)CSc1nc2ccc(NC(=O)CSc3nnnn3Cc3ccccc3)cc2s1 | 24 | 42 | 0 | 0.8 | 8 | 0 | 18 | 69 | -0.1 | 83
CCN1CCN(c2nc3c(C)cccn3c(=O)c2/C=C(\C#N)S(=O)(=O)c2ccccc2)CC1 | 16 | -4 | -15 | 0.8 | -14 | -4 | -3 | 107 | 0.1 | 102
O=C1CC(N2CCN(Cc3ccccc3)CC2)C(=O)N1c1ccc2c(c1)OCCO2 (centres undefined) | 10 | 18 | 13 | 0.9 | -1 | -3 | 4 | 89 | -0.2 | 96
COC(=O)CNC(=S)NC(=O)c1ccc(C(C)(C)C)cc1 | 19 | -3 | 12 | 0.8 | 6 | 1 | -27 | 109 | -0.5 | 122
C=CCn1c(N)c(C(=O)NCC2CCCO2)sc1=S (centres undefined) | 1 | 6 | 16 | 1 | -1 | 3 | -4 | 98 | 0.0 | 104
Cc1ccc(NC(=S)N(CCCN2CCCC2)Cc2cccn2Cc2ccc(Cl)cc2)cc1C | -16 | 4 | 3 | 1.2 | -9 | -10 | 3 | 99 | -0.3 | 96
Cc1cc(CN(C)C(=O)CC2C(=O)NCCN2CC(c2ccccc2)c2ccccc2)on1 (centres undefined) | x | -1 | 24 | x | -20 | -2 | -7 | 102 | 0.0 | 106
Cc1ccccc1Nc1c(F)c(F)c(F)c(F)c1C(=O)O | 23 | 7 | 5 | 0.8 | -20 | 3 | -1 | 99 | 0.0 | 99
CCOC(=O)c1ccc2c(c1)[n+](CC)c(C)n2-c1ccccc1 | -2 | 2 | 0 | 1 | 17 | -10 | -2 | 100 | 0.0 | 100
(continued)
SMILES | Diaph inh CS | STAT3 blocker | G6PDH counter | Diaph act CS | APP 5UTR inh | TLR4 MyD88 comp | STAT1 blocker | STAT3 act | Hsp70 activator | STAT1 act
CC1Cc2ccccc2N1Cc1cc(=O)n2ccsc2n1 (centres undefined) | 21 | -44 | 1 | 0.8 | -1 | -6 | 1 | 146* | -0.1 | 99
S=c1[nH]nc(CCc2ccc(Cl)cc2)o1 | 9 | 6 | 1 | 0.9 | -2 | -2 | 4 | 95 | -0.3 | 96
COc1ccc(-n2nc([N+](=O)[O-])c(=NCCc3ccc(OC)c(OC)c3)n2O)cc1 | 5 | 4 | 3 | 1 | -1 | -5 | -4 | 95 | -0.5 | 103
CCCCn1nnnc1NCc1cccc(OC)c1OC | 8 | 6 | 2 | 0.9 | 0 | 7 | 7 | 102 | -0.3 | 94
COc1cc(Cl)c(C)cc1NC(=O)CSc1nnc(CCC(=O)O)c(=O)[nH]1 | 0 | -7 | 6 | 1 | -13 | 6 | -3 | 107 | 0.0 | 102
COc1ccc(C2C(C(=O)NCc3ccco3)c3ccccc3C(=O)N2C)cc1 (centres undefined) | 6 | 0 | -4 | 0.9 | 25 | -5 | 2 | 103 | -0.1 | 97
O=C(Nc1ccc2c(c1)OCCO2)C1CCCN(S(=O)(=O)Cc2ccccc2)C1 (centres undefined) | 5 | 12 | -1 | 1 | 16 | -4 | -4 | 91 | -0.1 | 105
COc1ccc(C(=O)Nc2cc(OC)ccc2OC)cc1 | 12 | 18 | 0 | 0.9 | -7 | -9 | 3 | 92 | -0.2 | 97
O=C1CC(c2ccccc2)C(C(=O)Nc2ccccc2F)N1 (centres undefined) | 1 | -4 | 13 | 1 | -14 | -8 | -2 | 103 | -0.2 | 102
O=C(NC1CCS(=O)(=O)C1)Oc1ccccc1 (centres undefined) | 14 | 8 | 2 | 0.9 | 7 | -4 | 4 | 98 | -0.2 | 97
CN(C)c1ccc(C2NCCS2)cc1 (centres undefined) | 1 | 5 | -1 | 1 | 18 | 7 | -5 | 99 | 0.4 | 104
COc1ccccc1NC(=O)CSc1nc2n[nH]c(C)c2c(=N)n1-c1ccccc1Cl | 14 | 0 | 0 | 0.9 | 1 | 1 | -7 | 102 | -0.1 | 106
Cc1ccccc1OCC(=O)NNC(=O)CCN1C(=O)c2ccccc2C1=O | 0 | 11 | 4 | 1 | -15 | -13 | 4 | 98 | -0.1 | 97
COc1c(C)cc(C(=O)C2CCCN(C(=O)c3cccc(F)c3)C2)cc1C (centres undefined) | 5 | 18 | 7 | 1 | 16 | 7 | 5 | 93 | 0.0 | 95
C/C(=N/NC(=O)CNS(=O)(=O)c1ccc(C)cc1)c1cccc([N+](=O)[O-])c1 | 12 | 3 | 3 | 0.9 | 1 | -2 | -5 | 99 | 0.0 | 104
CCOc1ccccc1-n1c(SCC(=O)NC(C)CC)nnc1-c1ccoc1C (centres undefined) | 13 | -7 | -9 | 0.9 | -18 | 2 | 6 | 110 | -0.3 | 94
Fc1ccc(-n2c(-c3ccc4ccccc4n3)n[nH]c2=S)cc1Cl | 11 | -14 | 8 | 0.9 | -15 | 22 | 1 | 116 | -0.3 | 96
COC(=O)c1ccc(C2/C(=C(/O)c3ccc(OC)cc3)C(=O)C(=O)N2c2cc(C)on2)cc1 (centres undefined) | 3 | 4 | 18 | 1 | -14 | -10 | 10 | 101 | 0.0 | 91

Random excerpt: two compounds from above.
SMILES | Diaph inh CS | STAT3 blocker | G6PDH counter | Diaph act CS | APP 5UTR inh | TLR4 MyD88 comp | STAT1 blocker | STAT3 act | Hsp70 activator | STAT1 act
CCOc1ccccc1-n1c(SCC(=O)NC(C)CC)nnc1-c1ccoc1C (centres undefined) | 13 | -7 | -9 | 0.9 | -18 | 2 | 6 | 110 | -0.3 | 94
Cc1ccccc1Nc1c(F)c(F)c(F)c(F)c1C(=O)O | 23 | 7 | 5 | 0.8 | -20 | 3 | -1 | 99 | 0.0 | 99

Whole records as entered above. Order of screens: Diaph inh CS, STAT3 blocker, G6PDH counter, Diaph act CS, APP 5UTR inh, TLR4 MyD88 comp, STAT1 blocker, STAT3 act, Hsp70 activator, STAT1 act
CCOc1ccccc1-n1c(SCC(=O)NC(C)CC)nnc1-c1ccoc1C (centres undefined) across the screens: 13, -7, -9, 0.9, -18, 2, 6, 110, -0.3, 94
O=C(Nc1ccc2c(c1)OCCO2)C1CCCN(S(=O)(=O)Cc2ccccc2)C1 (centres undefined) across the screens: 5, 12, -1, 1, 16, -4, -4, 91, -0.1, 105
COc1ccc(-n2nc([N+](=O)[O-])c(=NCCc3ccc(OC)c(OC)c3)n2O)cc1 across the screens: 5, 4, 3, 1, -1, -5, -4, 95, -0.5, 103
